AmpC detergent: AmpC beta-lactamase inhibition with detergent present. P00811. AmpC hydrolysis of nitrocefin, absorbance 480 nm, 0.01% Triton. Potency, µM (highest dose often 114 µM), without a hit: at the top dose activity change, negative = inhibition, hits mostly inhibitors. 370,000 tested, 0.041% active;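 also: potency is read from the fitted curve at half-maximal effect; 0% = no-compound wells and -100% = no-enzyme wells; nearly all actives have a fitted effect of over 25% in size; some results filed as inactive show a strong effect at the top dose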
Target sequence (P00811 whole entry, looked up): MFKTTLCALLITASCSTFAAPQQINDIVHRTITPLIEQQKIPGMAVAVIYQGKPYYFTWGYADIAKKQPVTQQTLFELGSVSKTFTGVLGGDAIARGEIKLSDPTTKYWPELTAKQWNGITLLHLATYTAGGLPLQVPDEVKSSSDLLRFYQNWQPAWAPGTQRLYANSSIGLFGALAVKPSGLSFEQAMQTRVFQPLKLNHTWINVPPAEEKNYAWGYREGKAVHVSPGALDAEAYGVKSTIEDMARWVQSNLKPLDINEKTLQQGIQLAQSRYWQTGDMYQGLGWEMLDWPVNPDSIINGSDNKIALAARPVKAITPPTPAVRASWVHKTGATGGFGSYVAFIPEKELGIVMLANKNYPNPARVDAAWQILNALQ
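AmpC (5.3 nM in the dispensed reagent) in 20 mM phosphate pH 7.0 with 0.01% (detergent screen) or 0.0001% Triton X-100 was preincubated with compounds for 15 min at room temperature. Nitrocefin was then added from an 800 uM solution, and hydrolysis was followed at 480 nm.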
Sm TGR inh: blocks Schistosoma mansoni thioredoxin glutathione reductase | purified TGR, DTNB reduction, TNB absorbance 405 nm | Potency, µM (doses to about 114 µM), for inactives: at the top dose activity change, negative = inhibition, actives largely listed as inhibitors | 360,000 tested, 3% active | AID 485364; also: potency is read from the fitted curve at half-maximal effect; nearly all actives have a fitted effect of over 60% in size
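TGR 20 nM + NADPH 100 uM (dispensed conc.), cpd preinc 15 min RT; start with NADPH (500 uM addition) then DTNB (15 mM addition). Kinetic TNB absorbance, 405 nm filter. Four-parameter Hill fit across titration.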
Tb PYK inh: blocks Trypanosoma brucei pyruvate kinase. Q57TT1. TbPYK enzyme, Kinase-Glo Plus ATP luminescence, 45 min. Potency, µM (doses to about 76.8 µM), inactives show top-dose activity, negative = inhibition, most hits filed as inhibitors. 410,000 tested, 0.12% active. AID 624173; also: potency is read from the fitted curve at half-maximal effect; nearly all actives have a fitted effect of over 50% in size
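Activity of T. brucei pyruvate kinase was followed by Kinase-Glo Plus luminescence after the enzyme reacted 45 min at room temperature with 130 uM ADP (final) and substrate. Test compounds were added before ADP at multiple concentrations.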
AMA1 RON2 block: disrupts binding of P. falciparum AMA1 to RON2. AlphaScreen AMA1-biotinylated RON2 peptide binding. Potency, µM (series often up to 58.2 µM), without a hit: at the top dose activity change, negative = inhibition, most hits filed as inhibitors. 360,000 tested, 0.2% active. AID 720542;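 also: potency is read from the fitted curve at half-maximal effect; 0% = vehicle wells and -100% = peptide control; nearly all actives have a fitted effect of over 45% in size; some results filed as inactive show a strong effect at the top dose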
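AMA1 (3D7) with his tag at 25 nM final met compounds first, then biotinylated RON2 peptide at 25 nM; detection used donor plus acceptor beads, 10 µg/mL apiece, read by AlphaScreen after 30 min at room temperature.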
AmpC inh no detg: AmpC beta-lactamase inhibition without detergent | AmpC nitrocefin hydrolysis, absorbance 480 nm, 0.0001% Triton | Potency, µM (highest dose often 57.1 µM), inactives show at the highest dose activity change, negative = inhibition, actives largely listed as inhibitors | 330,000 tested, 0.52% active | AID 485341;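 also: potency is read from the fitted curve at half-maximal effect; plate controls were no compound for no effect and no enzyme for full effect; nearly all actives have a fitted effect of over 20% in size; some results filed as inactive show a strong effect at the top dose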
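AmpC (5.3 nM in the dispensed reagent) in 20 mM phosphate pH 7.0 with 0.01% (detergent screen) or 0.0001% Triton X-100 was preincubated with compounds for 15 min at room temperature. Nitrocefin was then added from an 800 uM solution, and hydrolysis was followed at 480 nm.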
LmPK inhibitor: blocks Leishmania mexicana pyruvate kinase activity; Potency, µM (highest dose often 57.5 µM), without a hit: at the highest dose activity change, negative = inhibition, hits mostly inhibitors; purified LmPK, Kinase-Glo ATP luminescence, 1 h; 290,000 tested, 0.37% active; AID 1721; Q27686; also: potency is read from the fitted curve at half-maximal effect
Target sequence (Q27686 whole entry, looked up): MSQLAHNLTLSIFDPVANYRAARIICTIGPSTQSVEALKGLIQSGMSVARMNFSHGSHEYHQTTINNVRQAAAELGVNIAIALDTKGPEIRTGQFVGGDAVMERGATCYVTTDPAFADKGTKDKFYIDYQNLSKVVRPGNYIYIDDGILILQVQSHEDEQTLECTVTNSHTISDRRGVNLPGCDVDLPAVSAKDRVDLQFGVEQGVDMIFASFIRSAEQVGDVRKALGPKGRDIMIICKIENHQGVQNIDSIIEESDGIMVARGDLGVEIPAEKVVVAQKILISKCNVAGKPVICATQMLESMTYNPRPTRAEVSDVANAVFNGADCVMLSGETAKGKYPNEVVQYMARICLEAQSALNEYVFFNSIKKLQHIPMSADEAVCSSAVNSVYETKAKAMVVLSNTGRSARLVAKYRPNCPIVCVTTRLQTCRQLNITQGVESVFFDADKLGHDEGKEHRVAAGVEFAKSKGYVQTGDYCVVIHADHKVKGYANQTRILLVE
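Purified LmPK (0.1 nM) converted ADP (0.1 mM) to ATP with PEP (0.5 mM) in imidazole buffer pH 7.2 with KCl and MgCl2, 1 h at room temperature. ATP was read by Kinase-Glo luminescence; data normalized to uninhibited and no-enzyme controls.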
HCMV inh: inhibitors of human cytomegalovirus; activity change, negative = inhibition, % at 57.5 µM; 410,000 tested, 4.5% active; HFF cells, HCMV-luciferase reporter, 72 h; hits give low values; in the data active = activity change below about -60%; inconclusive = no clear call, values can overlap the other calls; inactive = above about -39%
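Cell-based, HFFs, 1000 cells/well, 16 h 37C; cpds in DMSO + HCMV-luc, MOI 1 PFU/cell; 72 h 37C; OneGlo luminescence after 5 min RT; norm. to buffer vs Salinomycin 10uM.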
Numbers without * were called inactive; ? = inconclusive; / = not tested or not shown; [ ] = another dose, or the depositor's remark. Unless noted, calls follow the shape of the dose curve; as a rule, active = well fitted curve in the direction sought with a large enough effect; inconclusive = small, poorly fitted or top-dose-only effect, or another doubt; inactive = no such curve, though single readings can be large; an effect the other way counts as inactive or inconclusive. Unless noted, % is scaled to controls: 0 for no effect and ±100 for the full control effect.

SMILES	AmpC detergent	Sm TGR inh	Tb PYK inh	AMA1 RON2 block	AmpC inh no detg	LmPK inhibitor	HCMV inh
Cc1ccc2[nH]c(C)c(CCNCc3ccco3)c2c1	-5%	-9%	-1%	-3%	-15%	1%	-35
CCC(=O)N1CCc2cc(S(=O)(=O)NCCC(=O)N3CCc4ccccc4C3)ccc21	6%	0%	-1%	-15%	44%	4%	-15
COC(=O)c1cc2c(cc1NC(=O)c1cnn(-c3ccccc3)c1-n1cccc1)OCO2	15%	1%	-10%	/	/	/	1
COc1ccc(CCNC(=O)C2CCCN(S(=O)(=O)c3ccc(OC)cc3)C2)cc1 (stereo not given)	-11%	11%	3%	5%	-1%	-4%	?
O=C(c1cccc([N+](=O)[O-])c1)c1ccccn1	3%	0%	-1%	-3%	-4%	-12%	-30
CCOC(=O)C1=C(c2ccccc2)NC(SCC)=C(C#N)C1c1cccnc1 (stereo not given)	-4%	-4%	9%	1%	0%	6%	?
O=C(O)c1cc(-c2ccccc2)nn1CC1CC(c2cccnc2)=NO1 (stereo not given)	/	/	2%	-4%	/	/	42
CCOC(=O)[C@H]1[C@H]2COc3ccc(OC)cc3[C@@H]2N2C(=O)CN(Cc3ccc(C)cc3)C(=O)[C@@]12C	0%	-19%	-5%	-4%	189%[activator]	/	3
CN(C)CCNC(=O)/C(=C/c1cccc([N+](=O)[O-])c1)NC(=O)c1ccccc1	-5%	-8%	-4%	2%	-48%	-1%	-39
O=C(N=C1SCC(=O)N1c1ccccc1)c1ccco1	0%	1%	0%	0%	-20%	-4%	11
C=CCn1c(SCC(=O)Nc2cc(C)on2)nnc1C1COc2ccccc2O1 (stereo not given)	-5%	-1%	-9%	0%	8%	-1%	-9
Cc1ccc2[nH]c(SCC(=O)N3CCOCC3)nc2c1C	-4%	-4%	-1%	-2%	-3%	-4%	113

The list goes on, overlapping the part above by 3 compounds.
SMILES	AmpC detergent	Sm TGR inh	Tb PYK inh	AMA1 RON2 block	AmpC inh no detg	LmPK inhibitor	HCMV inh
O=C(N=C1SCC(=O)N1c1ccccc1)c1ccco1	0%	1%	0%	0%	-20%	-4%	11
C=CCn1c(SCC(=O)Nc2cc(C)on2)nnc1C1COc2ccccc2O1 (stereo not given)	-5%	-1%	-9%	0%	8%	-1%	-9
Cc1ccc2[nH]c(SCC(=O)N3CCOCC3)nc2c1C	-4%	-4%	-1%	-2%	-3%	-4%	113
CC(=O)COc1ccc2c(C)c(-c3ccccc3)c(=O)oc2c1	-1%	2%	0%	-8%	-6%	-8%	28
CCOC(=O)C1CCCN(C(=O)C2(c3ccc(Cl)cc3)CCCC2)CC1 (stereo not given)	/	/	6%	15%	/	/	-23
COc1ccccc1NS(=O)(=O)c1ccc(O)c(C(=O)OCC(=O)N2CCc3ccccc32)c1	-6%	-20%	-6%	5%	-59%	0%	-29
COc1ccccc1NC(=O)C1=C(C)Nc2nc3ccccc3n2C1c1cccs1 (stereo not given)	-14%	?	-9%	1%	-28%	0%	-6
CCOC(=O)C1Nc2ccc(Br)cc2C2C=CCC12 (stereo not given)	-4%	28µM*	?	-20%	-27%	-4%	13
N#Cc1cccc(NC(=O)c2ccc3c(c2)N(Cc2cccc(Cl)c2)C(=O)c2ccccc2S3(=O)=O)c1	4%	2%	-6%	/	/	/	-33
Cc1ccc(NC(=O)COc2ccc(C3SCCS3)cc2)cc1	?	-1%	2%	-9%	-26%	2%	28
CCCn1c(SCC(=O)Nc2nnc(CC)s2)nc2c1c(=O)n(C)c(=O)n2C	?	20%	/	/	-25%	-6%	/
COc1cccc(NC(=O)NC2(C(=O)N3CCC(O)CC3)CCCCC2)c1	-6%	-21%	6%	-3%	-13%	6%	28
CC(C)[C@H]1COCCS(=O)(=O)N1Cc1ccccc1-c1ccc(C(C)(C)C)cc1	/	/	-6%	0%	-2%	/	-6
C=CCc1cccc(/C=N/NC(=O)c2ccccc2OC)c1O	1%	13%	1%	78%[activator]	-34%	12%[11.5 µM]	-97*
COc1ccccc1/C=C/C(=O)Nc1cccnc1Cl	2%	6%	2%	0%	-11%	0%	60
CCOC(=O)c1sc(NC(=O)C2CC(=O)N(c3ccccc3OC)C2)nc1C (stereo not given)	-10%	-13%	-2%	3%	67%[activator]	/	0
COc1ccc(/C=N/NC(=O)C(O)(c2ccccc2)c2ccccc2)cc1OC	?	-9%	-6%	1%	-58%	1%	-30
CCc1ccc(-c2cc(C)no2)cc1S(=O)(=O)N1CCC(C)CC1	-3%	-6%	0%	15%	20%	1%	-20
CCC1CCCCN1CCCNC(=O)CNC(=O)c1nn(-c2ccc(OC)cc2)c(=O)c2ccccc12 (stereo not given)	-2%	5%	3%	-11%	29%	-1%	0
Cc1nc(SCC(=O)NCc2ccccc2)c2c(=O)n(C)c(=O)n(C)c2n1	?	3%	5%	-1%	0%	-2%	-20
C=CCc1c(C)nc(SCCC)[nH]c1=O	-11%	0%	-4%	-5%	-8%	-1%	69
CCCNC(=O)COc1nc2ccccc2nc1N1CCOCC1	?	-8%	-3%	5%	-8%	1%	-37
CCCc1ccc(OC(=O)CSc2nnc(-c3cccs3)o2)cc1	22%	-4%	1%	/	/	/	2
CCOc1ccc(OCCOCCN2CCCC2)cc1	-4%	-12%	6%	-17%	-14%	0%	-2
CSc1ncccc1C(=O)OCC(=O)c1ccc(S(=O)(=O)N2CCCCC2)cc1	-13%	1%	-7%	-3%	-27%	/	-16
CCc1ccccc1NC(=O)Cn1c(=O)n(CC(=O)NCCc2ccccc2)c(=O)c2ccccc21	16%	12%	3%	/	/	/	9
CCOC(=O)C1CCCN(C(=O)c2ccc(S(=O)(=O)NCc3ccco3)cc2)C1 (stereo not given)	?	25µM*	0%	-11%	-1%	/	-16
COc1cccc(CCNC(=O)CCc2nnc(-c3ccc4c(c3)OCO4)o2)c1	1%	-25%	-3%	-5%	16%	-12%	-24
COC(=O)c1nn(-c2cccc(C)c2)c2nnc(Cc3ccccc3)c(=O)n12	-14%	0%	-5%	7%	-24%	3%	-7
CC1=C/C(=C(\c2ccc(O)c(C)c2)c2ccccc2S(=O)(=O)O)C=CC1=O	2%	?	-2%	7%	-31%	-4%	26
CCCCC(CC)C(=O)Nc1ccc(Nc2ccccc2)cc1 (stereo not given)	-5%	-23%	-5%	-3%	-24%	-2%	?
CCCCNC(=S)Nc1ccc(-c2nc3ccc(C)cc3s2)cc1	-6%	-1%	-19%	-7%[2.32 µM]	-50%	-2%	104
C=CCNc1nc(NCCCN2CCCC2=O)c2sc(-c3ccccc3)cc2n1	/	/	3%	20%	/	/	-24
COc1ccc(Cl)cc1S(=O)(=O)Oc1ccc(NC(C)=O)cc1	3%	1%	-3%	9%	-4%	-2%	-24
Cc1ccc2nc(SCC(=O)NCCCN3CCCC3=O)[nH]c2c1	-2%	1%	-3%	18%	-20%	/	-9
CC1Cc2nc(SCC(=O)Nc3ccc(F)cc3F)n(C)c(=O)c2S1 (stereo not given)	?	4%	3%	-5%	-2%	-1%	?
CCN(CC)C(=O)CSc1nnc2c3ccccc3n(C)c2n1	-7%	4%	2%	-4%	-2%	-4%	10
O=CN1CCN(C(=O)c2ccc(Br)o2)CC1	4%	-1%	4%	5%	0%	-9%	11
O=C(CSc1nccn(-c2cccc(F)c2)c1=O)Nc1ccc(Cl)cc1F	4%	-18%	0%	29%	-30%	3%	3

By substructure, the compounds so far with a furan ring, fused or not.
SMILES	AmpC detergent	Sm TGR inh	Tb PYK inh	AMA1 RON2 block	AmpC inh no detg	LmPK inhibitor	HCMV inh
Cc1ccc2[nH]c(C)c(CCNCc3ccco3)c2c1	-5%	-9%	-1%	-3%	-15%	1%	-35
O=C(N=C1SCC(=O)N1c1ccccc1)c1ccco1	0%	1%	0%	0%	-20%	-4%	11
CCOC(=O)C1CCCN(C(=O)c2ccc(S(=O)(=O)NCc3ccco3)cc2)C1 (stereo not given)	?	25µM*	0%	-11%	-1%	/	-16
O=CN1CCN(C(=O)c2ccc(Br)o2)CC1	4%	-1%	4%	5%	0%	-9%	11

Next records:
SMILES	AmpC detergent	Sm TGR inh	Tb PYK inh	AMA1 RON2 block	AmpC inh no detg	LmPK inhibitor	HCMV inh
O=C(NCCc1csc(-c2cccc(F)c2)n1)c1ccc(Br)o1	-7%	-7%	-2%	/	/	/	-19
Cc1ccc(NC(=O)CCn2cccn2)c(C)c1	10%	1%	0%	/	/	/	12
CC1=C(C(=O)N2CCCCCC2)CC(CC(=O)NCc2cccs2)C(=O)N1CCC1=CCCCC1 (stereo not given)	/	/	-7%	6%	/	/	5
CC1CCc2sc(C(=O)OC(C)C(=O)Nc3ncc(Cl)cc3Cl)cc2C1 (stereo not given)	-9%	-9%	/	/	-18%	-3%	/
CSc1ccccc1NC(=O)c1cc(-c2ccc3c(c2)OCO3)on1	-8%	4%	1%	15%	-11%	-1%	14
COC(=O)c1ccc2c(=O)n(CCCCCC(=O)N3CCN(c4cc(Cl)ccc4C)CC3)c(=O)[nH]c2c1	4%	-11%	-16%	/	/	/	-19
Cc1cc(C)c(OCCCNC2CCCC2)c(Br)c1	-7%	-11%	5%	5%	-3%	-16%	?
CNC(=S)N(CCc1c(C)[nH]c2ccc(OC)cc12)Cc1cc(OC)c(OC)c(OC)c1	?	-4%	-9%	-12%	96%[activator]	3%	34
CCCCN(C(=O)c1cc2c(s1)CCC2)c1c(N)n(CCC)c(=O)[nH]c1=O	-3%	-16%	-10%	0%	1%	/	-7
CC(C)(C)C(=O)Nc1ccc(C(=O)COC(=O)c2ccccn2)cc1	/	/	-5%	40%[activator]	-17%	/	34
CN(CC(=O)Nc1ccc(N2CCOCC2)cc1)C(=O)CSc1ccc(F)cc1	?	-8%	6%	-21%	-10%	/	-28
COc1cc(OC)c2cc(C(=O)N[C@@H](Cc3ccccc3)C(=O)O)n(C)c2c1	?	-33%	1%	7%	-19%	3%	?
Cc1cccc(N2C(=O)NC(=O)/C(=C/c3ccc([N+](=O)[O-])o3)C2=O)c1	3%	8.9µM*	?	-17%	-28%	-10%	/
O=C(NC1CCCC1)C(c1ccc(N2CCOCC2)cc1)N(Cc1ccco1)C(=O)c1ccco1 (stereo not given)	-1%	-36%	-7%	-1%	45%	0%	-30

From PubChem
